ERAP1 HTS inh: human ERAP1 aminopeptidase inhibitors, primary screen, biochemical, single point, plate reader | hit rate 0.15% among 340,000 | recombinant ERAP1, Leu-AMC fluorescence, 60 min | inhibition, % at 10.7 µM | Endoplasmic reticulum aminopeptidase 1 (Homo sapiens), Q9NZ08 | AID 652197, 2013;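 active = mean replicate inhibition of at least 30%, or all replicates individually reaching that 30% level; inactive = mean below 30% and not every replicate reaching it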;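 also: 0% = neutral control wells and 100% = L-leucinethiol positive control wells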
ARNT TACC3 PPI: disruptors of ARNT/TACC3 protein interaction, primary screen, biochemical, AlphaScreen, single concentration. Transforming acidic coiled-coil-containing protein 3 (Homo sapiens), Q9Y6A5. AID 623870, 2012. hit rate 0.66% among 390,000. inhibition, % at 9.99 µM. AlphaScreen His-ARNT PAS-B/GST-TACC3 binding, luminescence; TACC3 fragment carries E629A point mutation;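 active = mean inhibition of replicates at least 50% and at least half of replicates each reaching 50%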;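 also: 0% = complete ARNT plus TACC3 wells and 100% = ARNT alone without TACC3; many hits fall short of the cut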
RAD52 inh: RAD52 DNA annealing inhibitors, primary screen, biochemical, FRET, single point, set 2; DNA repair protein RAD52 homolog (Homo sapiens), P43351; recombinant RAD52 DNA annealing, FRET fluorescence; inhibition, % at 18.7 µM; hit rate 0.46% among 360,000;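 active = every replicate showing at least 50% inhibition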
Target sequence (P43351 whole entry, looked up): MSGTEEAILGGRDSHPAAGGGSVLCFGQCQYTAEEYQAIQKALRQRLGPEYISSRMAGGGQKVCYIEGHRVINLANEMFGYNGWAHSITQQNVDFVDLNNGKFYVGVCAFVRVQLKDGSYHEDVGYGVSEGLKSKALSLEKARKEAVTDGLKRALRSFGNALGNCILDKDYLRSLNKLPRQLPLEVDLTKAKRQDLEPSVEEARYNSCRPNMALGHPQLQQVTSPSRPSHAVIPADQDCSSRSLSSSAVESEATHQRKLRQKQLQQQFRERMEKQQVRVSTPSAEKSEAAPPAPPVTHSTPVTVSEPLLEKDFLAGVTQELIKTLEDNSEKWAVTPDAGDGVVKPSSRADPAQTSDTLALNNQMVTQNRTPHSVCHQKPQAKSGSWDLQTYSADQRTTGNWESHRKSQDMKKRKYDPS
RAD54 branch: inhibitors of human RAD54 branch migration, primary screen, biochemical, fluorescence, single point; DNA repair and recombination protein RAD54-like (Homo sapiens), Q92698; RAD54 Holliday junction branch migration, FAM/BHQ fluorescence; inhibition, % at 10.4 µM; hit rate 0.14% among 360,000;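 active = mean normalized replicate activity at least 40 and at least half of replicates scoring 40 or more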;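 also: 0% = median of neutral control wells and 100% = median of positive control wells; inhibitors cause a drop in the FAM fluorescence signal; in these data hits start at about 50%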
INS-1E GSIS act: GLuc luminescence reporter in INS-1E cells, primary screen for activators of glucose-dependent secretion of insulin | INS-1E GLuc reporter insulin secretion, 2-3 h | hit rate 0.61% among 370,000 | activation, % at 16.6 µM;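 active = lowest replicate activation of at least 40%, so every replicate reaches that level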;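 also: 0% = median of neutral control wells and 100% = median of IBMX positive control wells; some compounds called inactive have numbers as strong as hits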
XiGFP reactiv: activators of inactive X chromosome reactivation, primary screen, imaging, XiGFP fibroblasts, GFP high-content imaging, set 2; XiGFP mouse fibroblasts, % GFP-positive cells imaging, 3 d; cells co-treated with 5-aza-dC sensitizer; scaled so ellipticine positive control = 100%; activation, % at 7.58 µM; hit rate 0.055% among 360,000; AID 743238, 2013;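 active = mean normalized replicate activation at least 10% and every replicate at or above 10%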;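 also: 0% = median of on-plate neutral control wells and 100% = ellipticine 6 µM median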
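assay system = SV40-immortalized XiGFP fibroblast cells, line 68-5-11 | buffer or medium = DMEM plus 5-aza-dC sensitizer | doses = single-point pinned compound dosing | times = 3-day compound exposure, then 15 min fixation at room temperature | benchmarks = positive control ellipticine, 6 µM final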
F508del corr: F508del CFTR correction, initial screen, CFBE line, single point; CFBE cells, YFP halide quenching; stimulated with forskolin plus potentiator P3; % fluorescence drop versus neutral controls; activity (quench increase), % at 7.58 µM; hit rate 0.36% among 350,000;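 active = mean added fluorescence quench of at least 8% versus neutral control, with both replicates also reaching 8%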;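 also: cells transiently co-express mutant CFTR-F508del with the halide-sensitive YFP; corrector assay measuring rescue of mutant channel to the surface after 24 h compound exposure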
esBAF inh: Bmi1 luciferase reporter increase in mESCs, primary screen, esBAF inhibitor project, mouse ES cells, Bmi1 luciferase knock-in, single point; 24 h; 100% = twice the neutral-well signal; reporter increase, % at 12.5 µM; hit rate 2% among 350,000; in the data active = activation above about 40%;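 also: 0% = median of the plate's neutral control wells and 100% = double that signal; a rise in the Bmi1 reporter signal indicates esBAF inhibition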
* hit, by the source's call; . = not tested or not shown. Random draw from the library; about 3.3% have a hit in one of these screens.

Below each compound – ERAP1 HTS inh | ARNT TACC3 PPI | RAD52 inh | RAD54 branch | INS-1E GSIS act | XiGFP reactiv | F508del corr | esBAF inh
Cc1cc(C(=O)COC(=O)COc2ccc(C#N)cc2)c(C)n1C1CC1
 : -2 | 1 | -8 | -6 | 25 | 0.0 | 1.8 | -6
O=C(CCN1CCCCC1)Nc1cccc(Br)c1
 : 3 | -3 | -9 | -7 | 10 | 0.0 | 1.4 | 1
CCOC(=O)C1(Cc2ccccc2)CCN(Cc2cnc(N3CCOCC3)s2)CC1
 : 3 | -4 | -4 | 2 | -13 | 0.0 | 3.5 | -6
Cc1c(C=Nc2ccc(S(=O)(=O)CCO)cc2)c(O)[nH]c(=O)c1C#N
 : . | 2 | -60 | -14 | . | 0.0 | -2.4 | -5
Cc1ccc2c(c1)N(C(C)C(=O)NCc1cccs1)C(=O)CO2 (stereo not given)
 : . | -4 | -10 | -3 | 51* | 0.0 | -1.0 | -3
CN(C)S(=O)(=O)c1cccc2c1C(=O)c1ccccc1C2=O
 : 5 | -1 | -8 | . | 10 | -0.1 | -0.6 | .
Cc1ccc(S(=O)(=O)Nc2ccc3c(c2)CC(=O)N([C@@H](C)CO)C[C@H](C)[C@@H](CN(C)S(=O)(=O)c2ccc(C)cc2)O3)cc1
 : -1 | -6 | 2 | 3 | -8 | 0.2 | 0.7 | -1
Cc1ccc(CSc2nc3ccncc3[nH]2)cc1
 : -1 | -1 | -7 | 2 | . | -0.1 | -0.1 | -51
O=C(Cc1ccccc1)N1CC(=O)N2[C@H](C1)[C@@H](c1ccc(-c3ccccc3)cc1)[C@@H]2CO
 : 2 | . | -20 | . | -10 | 0.0 | 3.4 | .
Cc1cc(C)c(C(=O)/C=C/c2ccco2)c(=O)[nH]1
 : 3 | -2 | -43 | 7 | -15 | 0.0 | -0.6 | .

Some of these compounds in order of number of heavy atoms, rising.
Below each compound – ERAP1 HTS inh | ARNT TACC3 PPI | RAD52 inh | RAD54 branch | INS-1E GSIS act | XiGFP reactiv | F508del corr | esBAF inh
Cc1cc(C)c(C(=O)/C=C/c2ccco2)c(=O)[nH]1
 : 3 | -2 | -43 | 7 | -15 | 0.0 | -0.6 | .
Cc1ccc2c(c1)N(C(C)C(=O)NCc1cccs1)C(=O)CO2 (stereo not given)
 : . | -4 | -10 | -3 | 51* | 0.0 | -1.0 | -3
Cc1c(C=Nc2ccc(S(=O)(=O)CCO)cc2)c(O)[nH]c(=O)c1C#N
 : . | 2 | -60 | -14 | . | 0.0 | -2.4 | -5
Cc1cc(C(=O)COC(=O)COc2ccc(C#N)cc2)c(C)n1C1CC1
 : -2 | 1 | -8 | -6 | 25 | 0.0 | 1.8 | -6
CCOC(=O)C1(Cc2ccccc2)CCN(Cc2cnc(N3CCOCC3)s2)CC1
 : 3 | -4 | -4 | 2 | -13 | 0.0 | 3.5 | -6
Cc1ccc(S(=O)(=O)Nc2ccc3c(c2)CC(=O)N([C@@H](C)CO)C[C@H](C)[C@@H](CN(C)S(=O)(=O)c2ccc(C)cc2)O3)cc1
 : -1 | -6 | 2 | 3 | -8 | 0.2 | 0.7 | -1

(more compounds)
Below each compound – ERAP1 HTS inh | ARNT TACC3 PPI | RAD52 inh | RAD54 branch | INS-1E GSIS act | XiGFP reactiv | F508del corr | esBAF inh
C[C@H](NC(=O)C[C@H]1C=C[C@H](NS(=O)(=O)c2cccc(F)c2)[C@@H](CO)O1)c1ccccc1
 : 0 | -35 | 0 | -1 | 2 | 0.5 | -1.2 | -5
Cc1ccc(C2C(C(=O)c3cc4ccccc4o3)=C(O)C(=O)N2CCN(C)C)o1 (stereo not given)
 : -1 | 12 | -39 | 5 | 10 | 0.0 | -0.2 | 14
CO[C@H]1CN(C)C(=O)c2ccc(NC(=O)C3CCOCC3)cc2OC[C@@H](C)N(C)C[C@@H]1C
 : . | -12 | . | 3 | 8 | 0.0 | 2.8 | 3
COc1cc(OC)cc(C(=O)N[C@H](C(=O)OCC(=O)N2CCN(S(=O)(=O)c3ccc(C)cc3)CC2)C(C)C)c1
 : 0 | -7 | -8 | -9 | -21 | 0.0 | 1.6 | 7
Nc1nc(-c2cc(-c3ccccc3)no2)cs1
 : 0 | 3 | -16 | 4 | -4 | -0.1 | -1.3 | 18
Cc1ccc(S(=O)(=O)Nc2ccc3c(c2)C(=O)N(C)[C@@H]2CC[C@@H](CC(=O)O)O[C@@H]2CO3)cc1
 : -2 | -8 | -3 | 3 | 9 | 0.2 | -2.6 | 5
O=C(NC(Cc1ccccc1)C(=O)O)/C(=C\c1ccco1)NC(=O)c1ccco1 (stereo not given)
 : 4 | -12 | -77 | . | 14 | 0.0 | 0.2 | .
Cc1ccccc1-c1ccc([C@H]2[C@H]3CN(CC4CCOCC4)CCCCN3[C@H]2CO)cc1
 : 1 | 5 | 36 | -3 | -3 | 0.0 | 0.4 | .
Cc1ccc(S(=O)(=O)N(C)C[C@@H]2OCCCC[C@@H](C)Oc3ccc(NS(=O)(=O)c4ccc(F)cc4)cc3C(=O)N([C@@H](C)CO)C[C@H]2C)cc1
 : 1 | -2 | 15 | -26 | -12 | 0.0 | 1.0 | 18
COc1ccc(N2CCN(C(=O)c3nn(C)c4c3CS(=O)(=O)c3ccccc3-4)CC2)cc1
 : 2 | 1 | -4 | -7 | 3 | 0.1 | 0.2 | 6

Complete entries from above:
`COc1ccc(N2CCN(C(=O)c3nn(C)c4c3CS(=O)(=O)c3ccccc3-4)CC2)cc1` reads ERAP1 HTS inh = 2; ARNT TACC3 PPI = 1; RAD52 inh = -4; RAD54 branch = -7; INS-1E GSIS act = 3; XiGFP reactiv = 0.1; F508del corr = 0.2; esBAF inh = 6
`Nc1nc(-c2cc(-c3ccccc3)no2)cs1` reads ERAP1 HTS inh = 0; ARNT TACC3 PPI = 3; RAD52 inh = -16; RAD54 branch = 4; INS-1E GSIS act = -4; XiGFP reactiv = -0.1; F508del corr = -1.3; esBAF inh = 18

Further results.
Below each compound – ERAP1 HTS inh | ARNT TACC3 PPI | RAD52 inh | RAD54 branch | INS-1E GSIS act | XiGFP reactiv | F508del corr | esBAF inh
CCCC(=O)Nc1ccc2c(c1)OC[C@@H](C)N(CC1CCOCC1)C[C@@H](C)[C@@H](OC)CN(C)C2=O
 : 4 | 3 | 15 | -3 | 0 | -0.1 | -5.0 | -5
CC1CCCCN1Cc1c(C#N)c2ccccc2n1C (stereo not given)
 : . | -1 | . | 3 | -5 | . | . | 13
O=C(NC1CCCc2ccccc21)c1ccc(S(=O)(=O)N2CCOCC2)cc1 (stereo not given)
 : 1 | -3 | -11 | . | -12 | 0.0 | -0.7 | .
Cc1ccc(C)c(S(=O)(=O)N2CCCC2CNC(=O)C(=O)NCc2ccccc2C)c1 (stereo not given)
 : 2 | -3 | -14 | . | -31 | 0.2 | 1.6 | 6
COc1ccc(C(=O)CCNc2ccc(F)cc2)cc1
 : . | -6 | -15 | . | -11 | 0.2 | -2.7 | .
O=C(NCc1ccc(F)cc1)c1cc2ccccc2o1
 : 5 | -2 | -22 | 1 | -4 | 0.1 | -2.0 | 18
CC(=O)N1CC[C@@H]2[C@H](CO)Nc3ccc(-c4ccccc4)cc3[C@@H]21
 : 2 | -7 | -3 | -11 | 1 | 0.3 | -4.9 | 9
COc1cccc(NC(=O)N2C[C@@H](O)COC[C@H]3O[C@H](CC(=O)NCCCN4CCOCC4)CC[C@@H]32)c1
 : . | 14 | . | 4 | 26 | -0.2 | -0.2 | 0
Cn1nccc1C(=O)OCC(=O)Nc1ccccc1
 : 2 | . | 4 | -7 | 12 | 0.0 | 3.7 | -1
Cn1c(SCC(=O)N/N=C/c2ccco2)nc2ccccc21
 : 2 | -3 | 6 | -12 | -13 | 0.0 | 1.1 | -9

More entries
Screens by letter: A = ERAP1 HTS inh; B = ARNT TACC3 PPI; C = RAD52 inh; D = RAD54 branch; E = INS-1E GSIS act; F = XiGFP reactiv; G = F508del corr; H = esBAF inh
CCC(NC(=O)c1ccc2nc(Cc3ccc(OC)cc3)oc2c1)c1ccncc1 (stereo not given)
  A: 0; B: -12; C: -10; D: -11; E: -14; F: 0.0; G: -2.0; H: -10
Cc1ccccc1NS(=O)(=O)c1ccc(NC(=O)c2nc3ncccn3n2)cc1
  A: 0; B: 0; C: -23; D: 0; E: 10; F: .; G: .; H: -7
C[C@@H]1CCCCO[C@@H](CN(C)Cc2ccc(C(F)(F)F)cc2)[C@H](C)CN([C@@H](C)CO)C(=O)c2cc(NC(=O)Nc3ccc(F)cc3)ccc2O1
  A: 2; B: -1; C: -30; D: -2; E: 3; F: 0.4; G: -0.9; H: 9
CN(CC(=O)Nc1ccccc1Br)C(=O)CN1CCN(c2ccccc2Cl)CC1
  A: -1; B: 5; C: -20; D: 0; E: 11; F: 0.3; G: 3.6; H: 10
COc1cccc(C2C(C(=O)c3ccco3)=C(O)C(=O)N2CCN(C)C)c1OC (stereo not given)
  A: 6; B: -1; C: -7; D: .; E: 11; F: -0.2; G: .; H: .
CC(=O)Nc1ccccc1NC(=O)c1cc(C)ccc1C
  A: -2; B: -18; C: -12; D: -6; E: -7; F: 0.1; G: -1.1; H: 0
C[C@H]1CN([C@@H](C)CO)S(=O)(=O)c2ccc(Br)cc2O[C@@H]1CN(C)S(=O)(=O)c1ccc(F)cc1
  A: -1; B: -1; C: 22; D: 6; E: -20; F: -0.5; G: .; H: 0
CNC(=O)C[C@@H]1CC[C@@H]2[C@H](COc3ccc(NC(=O)NCc4ccccc4)cc3C(=O)N2C)O1
  A: .; B: 3; C: .; D: 0; E: 6; F: 0.0; G: 3.8; H: -5
O=C(O)/C=C/C(=O)Nc1cccc2cccnc12
  A: 4; B: -10; C: -36; D: 2; E: -8; F: 0.0; G: 0.6; H: -1
Cc1c(C(=O)c2ccccc2)c2ccccn2c1CCC#N
  A: .; B: 0; C: -24; D: .; E: -3; F: 0.0; G: 1.1; H: .
CC(C)Cn1c(-c2csc3c2CCCC3)n[nH]c1=S
  A: 3; B: -2; C: -8; D: -6; E: -21; F: .; G: -1.3; H: -14
[2H]C(CCOS(N)(=O)=O)c1ccccc1 (stereo not given)
  A: -1; B: -25; C: -8; D: -14; E: -7; F: -0.1; G: 5.4; H: -5
O=C(CN1C(=O)C2CCCCC2C1=O)Nc1cccc([N+](=O)[O-])c1 (stereo not given)
  A: -7; B: -4; C: -5; D: 3; E: 11; F: 0.0; G: -0.8; H: -8
COc1ccc(NC(=O)Cc2nnc(SCC(=O)Nc3ccccc3)n2C)cc1
  A: -4; B: -23; C: -1; D: 0; E: 20; F: 0.2; G: -2.3; H: -2
CCN(Cc1nc(-c2ccccc2)no1)C(=O)c1ccc2c(c1)OCO2
  A: -2; B: -6; C: -9; D: 8; E: -5; F: 0.2; G: 3.3; H: 6
O=C(NC(=S)Nc1c(Cl)ccc2nsnc12)c1ccco1
  A: -2; B: 2; C: 1; D: .; E: .; F: 0.0; G: .; H: .
C[C@@H](NC(=O)C[C@@H]1CC[C@@H](NC(=O)C2CCOCC2)[C@@H](CO)O1)c1ccccc1
  A: 3; B: -2; C: -4; D: -2; E: 3; F: -0.1; G: 0.1; H: 5
CCCNC(=O)[C@H]1N[C@H]2c3ccc(C4=CCCCC4)c(=O)n3C[C@H]2[C@@H]1CO
  A: -2; B: -5; C: 5; D: -6; E: 12; F: 0.3; G: 0.3; H: 5
